AmpC inh no detg: AmpC beta-lactamase inhibition without detergent; P00811; AmpC nitrocefin hydrolysis, absorbance 480 nm, 0.0001% Triton; Potency, µM (series often up to 57.1 µM), for the others: at the top dose activity change, negative = inhibition, most hits filed as inhibitors; actives 0.52% (n = 330,000); AID 485341;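 also: potency is read from the fitted curve at half-maximal effect; plate controls were no compound for no effect and no enzyme for full effect; nearly all actives have a fitted effect of over 20% in size; some results filed as inactive show a strong effect at the top dose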
Target sequence (P00811 whole entry, looked up): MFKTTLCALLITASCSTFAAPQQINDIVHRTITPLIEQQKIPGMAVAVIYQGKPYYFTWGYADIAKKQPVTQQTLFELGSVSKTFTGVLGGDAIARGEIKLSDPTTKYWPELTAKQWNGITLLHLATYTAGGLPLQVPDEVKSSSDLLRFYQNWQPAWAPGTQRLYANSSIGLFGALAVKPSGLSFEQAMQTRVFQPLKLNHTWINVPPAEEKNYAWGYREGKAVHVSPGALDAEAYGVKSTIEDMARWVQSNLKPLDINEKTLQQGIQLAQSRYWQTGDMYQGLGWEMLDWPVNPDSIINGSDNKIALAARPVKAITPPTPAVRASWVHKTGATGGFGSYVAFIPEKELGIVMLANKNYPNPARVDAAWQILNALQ
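20 mM phosphate pH 7.0 + 0.01% (detergent screen) or 0.0001% Triton X-100; 5.3 nM AmpC reagent; cpd preinc 15 min RT; nitrocefin (800 uM stock) to start; A480 q20 s × 4 min; Activity was normalised to no-enzyme and no-compound control wells.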
Giardia FBPA inh: inhibitors of Giardia lamblia fructose-1,6-bisphosphate aldolase; purified Giardia FBPA; Potency, µM (highest dose often 59.6 µM), inactives show at the top dose activity, negative = inhibition, hits mostly inhibitors; actives 0.71% (n = 290,000); AID 2451; also: potency is read from the fitted curve at half-maximal effect; nearly all actives have a fitted effect of over 55% in size
Target sequence (A8B2U2 whole entry, looked up): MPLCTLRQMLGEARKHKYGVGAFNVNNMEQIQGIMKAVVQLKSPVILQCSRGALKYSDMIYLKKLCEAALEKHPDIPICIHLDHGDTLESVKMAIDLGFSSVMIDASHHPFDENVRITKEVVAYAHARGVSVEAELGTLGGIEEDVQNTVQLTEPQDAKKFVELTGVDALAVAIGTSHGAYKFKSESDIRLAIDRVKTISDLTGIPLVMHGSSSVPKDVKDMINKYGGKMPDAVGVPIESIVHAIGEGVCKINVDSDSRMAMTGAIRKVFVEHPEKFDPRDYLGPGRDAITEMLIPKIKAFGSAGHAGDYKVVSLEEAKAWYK
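Giardia FBPA (40 nM reagent) was preincubated 10 min at RT with compound (up to 57.5 uM final), then substrate plus GAPDH/TPI/NAD/arsenate coupling system with diaphorase/resazurin was added; resorufin fluorescence (525/598 nm) was read after 20 min.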
AmpC inh detg: AmpC beta-lactamase inhibition with detergent present. P00811. AmpC hydrolysis of nitrocefin, absorbance 480 nm, 0.01% Triton. Potency, µM (series often up to 114 µM), for the others: at the top dose activity change, negative = inhibition, usual class: inhibitors. actives 0.041% (n = 370,000). AID 485294;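 also: potency is read from the fitted curve at half-maximal effect; 0% = no-compound wells and -100% = no-enzyme wells; nearly all actives have a fitted effect of over 25% in size; some results filed as inactive show a strong effect at the top dose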
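20 mM phosphate pH 7.0 + 0.01% (detergent screen) or 0.0001% Triton X-100; 5.3 nM AmpC reagent; cpd preinc 15 min RT; nitrocefin (800 uM stock) to start; A480 q20 s × 4 min; Activity was normalised to no-enzyme and no-compound control wells.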
HCMV antiviral: human cytomegalovirus inhibition. actives 4.5% (n = 410,000). activity change, negative = inhibition, % at 57.5 µM. HFF cells, HCMV-luciferase reporter, 72 h; hits give low values; in the data active = activity change below about -60%; inconclusive = no clear call, values can overlap the other calls; inactive = above about -39%
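Cell-based, HFFs, 1000 cells/well, 16 h 37C; cpds in DMSO + HCMV-luc, MOI 1 PFU/cell; 72 h 37C; OneGlo luminescence after 5 min RT; norm. to buffer vs Salinomycin 10uM.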
Sm TGR inh: inhibitors of Schistosoma mansoni thioredoxin glutathione reductase | Q962Y6 | AID 485364 | actives 3% (n = 360,000) | Potency, µM (titrated, usually from 114 µM), inactives show at the top dose activity change, negative = inhibition, usual class: inhibitors | purified TGR, DTNB reduction, TNB absorbance 405 nm; also: potency is read from the fitted curve at half-maximal effect; nearly all actives have a fitted effect of over 60% in size
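TGR 20 nM + NADPH 100 uM (dispensed conc.), cpd preinc 15 min RT; start with NADPH (500 uM addition) then DTNB (15 mM addition). Kinetic TNB absorbance, 405 nm filter. Four-parameter Hill fit across titration.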
AMA1-RON2 inh: AMA1-RON2 (P. falciparum) interaction inhibition; AlphaScreen AMA1-biotinylated RON2 peptide binding; Potency, µM (series often up to 58.2 µM), for inactives: top-dose activity change, negative = inhibition, actives largely listed as inhibitors; actives 0.2% (n = 360,000); AID 720542;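 also: potency is read from the fitted curve at half-maximal effect; 0% = vehicle wells and -100% = peptide control; nearly all actives have a fitted effect of over 45% in size; some results filed as inactive show a strong effect at the top dose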
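AMA1 (3D7) with his tag at 25 nM final met compounds first, then biotinylated RON2 peptide at 25 nM; detection used donor plus acceptor beads, 10 µg/mL apiece, read by AlphaScreen after 30 min at room temperature.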
* hit, by the source's call; ? = inconclusive; / = no result given; & = joins results of further samples; [ ] = remark or other dose. Unless noted, calls follow the shape of the dose curve; as a rule, active = well fitted curve in the direction sought with a large enough effect; inconclusive = small, poorly fitted or top-dose-only effect, or another doubt; inactive = no such curve, though single readings can be large; an effect the other way counts as inactive or inconclusive. Unless noted, % is scaled to controls: 0 for no effect and ±100 for the full control effect. Rows are unselected (roughly 7.8% active in at least one column).

SMILES	AmpC inh no detg	Giardia FBPA inh	AmpC inh detg	HCMV antiviral	Sm TGR inh	AMA1-RON2 inh
CCCNc1c(NC(=O)COc2ccc(Cl)cc2)c(=O)oc2ccccc12	-19.5%	14.7%	-5.2%	-36.4	-8.4%	-6.3%
CCN1C(=NCCc2cccs2)N[C@@H](c2cccs2)C(C(=O)OC)=C1C	9.0%	-10.9%	?	/	-8.4%	3.7%
CCCc1nc2nc(C)c(NS(=O)(=O)c3ccc(F)cc3)c(=O)n2[nH]1	-6.1%	?	-12.3%&8.2%	7.7&1.3	-2.4%&-0.7%	-7.4%
CC1CCCCN1C(=O)CSc1nc2ccsc2c(=O)n1Cc1ccccn1 (centres undefined)	17.0%	2.5%	-15.1%	19.4	-31.1%	-0.6%
COc1ccc(NC(=O)c2c(N)no[n+]2[O-])cc1	-8.6%	2.0%	-7.9%	?	-14.4%	-7.9%
CCOC(=O)c1ccc(NC(=O)CSc2nc3ccccc3c(=O)n2CCC(=O)NC2CCCCC2)cc1	/	/	7.4%	2.9	8.5%	/
Cc1ccc(C)c(C(=O)COC(=O)Cn2[nH]c(=O)c3ccccc3c2=O)c1	-9.6%	/	1.7%	-5.4	-17.8%	-10.4%
Cn1c(=O)n(-c2cccc(Cl)c2)c(=O)c2sc3ccccc3c21	/	/	12.5%	-10.7	3.9%	/
CCOC(=O)N1CCN(Cc2nc(N)nc(Nc3ccc(OCC)cc3)n2)CC1	0.8%	-3.6%	1.2%	26.4	-0.8%	13.2%
N#C/C(=C\c1ccc(F)cc1)c1nc(-c2ccc(-c3ccccc3)cc2)cs1	/	/	0.5%	?	-115.6%	/
Cc1nc2ccc(P(=O)(O)O)cc2s1	-2.4%	-2.3%	0.1%	/	-7.9%	/
Cc1cc(/C=C2\C(=N)N3N=C(S(C)(=O)=O)SC3=NC2=O)c(C)n1Cc1ccccc1	-37.8%	?	3.5%	17.5	-30.9%	0.5%
Cn1nnc2sc3c(c2c1=O)CCCC3	-23.1%	4.3%	2.2%	-11.5	4.1%	?
Cc1ccc(NC(=O)c2cccnc2C(=O)O)nc1	-14.5%	?	-0.4%	122.2	0.7%	?
COc1cc(OC)c2c(c1)OC(=O)CC2c1cc(OC)c(OC)c(OC)c1 (centres undefined)	45.2%	-5.8%[89.2 µM]	/	-7.4	/	0.0%
COc1ccc(NC(=O)Cc2ccccc2)cc1	-16.1%	-0.3%	?	25.6	-1.3%	7.6%
CCCCCN(C(=O)CCC(=O)OCC(=O)Nc1cccc(CC)c1)c1c(N)n(CCCC)c(=O)[nH]c1=O	186.3%[activator]	/	-11.4%	-11.4	-2.3%	9.1%
O=P(CCC(F)(F)F)(CCC(F)(F)F)CCC(F)(F)F	-17.6%	2.2%	?	26.9	-1.0%	-0.9%
Cc1nnsc1C(=O)Oc1ccc(C#N)cc1	/	/	9.9%	0.2	15.8µM*	/
COc1ccc(C(=O)N2CC(=O)Nc3ccccc32)cc1S(=O)(=O)N1CCOCC1	-10.2%	-1.3%	-7.9%	-12.2	2.0%	-5.4%
COc1ccc(OC)c(CN2CCCC(C(=O)c3ccccc3SC)C2)c1 (centres undefined)	20.2%	2.6%	-5.2%	-62.7*	0.0%	-28.1%
CCCCNc1ccc(-c2nc(-c3ccccn3)no2)cc1[N+](=O)[O-]	/	/	-0.9%	53.8	-15.0%	/
COc1ccc(CN2CCN(C(=O)Cn3ncn4cccc4c3=O)CC2)c(OC)c1OC	-13.8%	-1.1%	?	-63.9*	?	4.0%
Cc1cc(N2CCC(C)CC2)nc2ccc(NC(=O)CCC(=O)N3CCN(c4ccccc4F)CC3)cc12	/	/	5.6%	-10.4	6.3%	/
Clc1ccc(CCNC(c2ccc(Cl)cc2)c2nnc(-c3ccccc3)o2)cc1 (centres undefined)	/	/	11.8%	8.4	2.9%	/

The listing continues.
SMILES	AmpC inh no detg	Giardia FBPA inh	AmpC inh detg	HCMV antiviral	Sm TGR inh	AMA1-RON2 inh
CCOc1ccccc1NC(=O)CN1C(=O)NC(Cc2c[nH]c3ccccc23)C1=O (centres undefined)	-22.9%	/	-0.3%	31.3	-1.7%	-11.6%
CCOc1cc(C(=O)O)cc(Cl)c1OCC#N	-32.1%	8.6%	?	-7.0	-8.3%	?
COc1ccc(C2CC(c3ccc(F)cc3)n3nc(NC(=O)c4ccco4)nc3N2)cc1 (centres undefined)	-2.4%	-26.0%	-1.0%	-17.5	1.5%	80.2%[activator]
CC1CCC2(CC1)NC(=O)N(CC(=O)NC(C)c1ccc(F)c(F)c1)C2=O (centres undefined)	-5.0%	/	6.7%	0.0	2.7%	13.3%
Cc1ccc(-c2cc(=O)[nH][nH]2)c(C)c1	-32.2%	8.2%	-14.5%	-12.8	3.9%	5.1%
CCS(=O)(=O)n1nc(NCc2cccc(OC)c2)nc1NCc1cccc(OC)c1	-37.6%	-1.6%	?	-0.2	11.7%	-3.7%
CCOc1ccc(NC(=O)N2CCC(C(=O)c3ccc(F)cc3)CC2)cc1	-17.9%	-9.9%	-7.6%	18.3	12.1%	-9.5%
O=C(NC(c1ccccc1)c1ccccc1)c1ccc(S(=O)(=O)C(F)F)cc1	-44.5%	-3.0%	4.4%	-26.3	4.0%	5.3%
Cc1cc(C)n(C(C)CC(=O)Nc2ccc(Cl)cc2C)n1 (centres undefined)	/	/	-5.7%	-20.9	0.0%	/
COc1cccc(-c2nc3ccc(C(=O)N4CCCC(O)C4)cc3o2)c1 (centres undefined)	60.2%[activator]	/	-3.3%	69.4	0.6%	-5.2%
O=C(CSc1n[nH]c(-c2ccccc2Cl)n1)N1CCN(c2ccccc2F)CC1	/	/	-7.1%	3.7	-0.1%	/
Cc1ccc2cc(C#N)c(NCCNC(=O)C3CC3)nc2c1C	-1.3%	0.2%	?	-87.5*	-5.9%	2.4%
Cc1ccccc1CNC(=O)CSc1nnc(C)c2c(C)n(-c3ccccc3)nc12	/	/	-6.7%	-3.0	-9.0%	/
COc1ccc(-n2c(C)nc3cc(C(=O)NCc4ccc5c(c4)OCO5)ccc32)cc1	-2.7%	1.4%	-5.2%	-28.9	1.6%	-11.2%
CCOc1ccc(Nc2nc(N3CCCC3)nc(N3CCN(c4ccc(OC)cc4)CC3)n2)cc1	-37.6%	-2.8%	5.8%	-24.0	3.3%	-5.1%
Cc1ncoc1C(=O)N1CCCC(C(=O)c2cccc(OC(C)C)c2)C1 (centres undefined)	64.2%[activator]	3.1%	1.0%	-21.9	-11.9%	-5.1%
COc1ccc(C2(CNC(=O)c3ccccc3[N+](=O)[O-])CCOCC2)cc1	29.6%	8.6%	-3.3%	-2.8	/	-21.2%
Cn1c2c(c(=O)n(C)c1=O)C(CC(=O)Nc1ccccc1F)C(=O)N2 (centres undefined)	-6.5%	-2.1%	1.2%	-5.3	5.5%	9.7%
COC(=O)CCC(=O)NC(=S)Nc1ccc(S(=O)(=O)Nc2cc(OC)nc(OC)n2)cc1	-10.7%	1.0%	-9.0%	-25.8	-19.3%	5.5%[2.32 µM]
O=C(O)CC/C(=C\c1ccc(N2CCCC2)c([N+](=O)[O-])c1)c1nc2ccccc2s1	65.9%[activator]	1.0%	?	42.3	-14.7%	?
CCOC(=O)c1cc(C#N)c(N2CCCNCC2)nc1C(F)(F)F	22.5%	-5.7%	1.6%	0.8	?	2.7%
C=CCn1cc(C(=O)OCC)c(=O)c2ccc(F)cc21	-14.9%	1.9%	0.5%	7.7	4.1%	-4.6%
COc1cc(/C=C2/C(=O)NC(=O)N(c3ccccc3)C2=O)ccc1O	-40.1%	-0.4%	-6.8%	11.8	?	-9.3%
O=C(/C=C/c1ccc(F)cc1)NCc1cccs1	-20.9%	-0.1%	-6.4%	16.5	-1.8%	13.0%[2.32 µM]
CC(C)(C)C(=O)NC1CC2CCCC(C1)N2C(=O)Nc1ccccc1F (centres undefined)	-6.4%	-2.9%	?	-2.6	15.6%	-0.7%

Four compounds picked at random from those above, as already listed:
SMILES	AmpC inh no detg	Giardia FBPA inh	AmpC inh detg	HCMV antiviral	Sm TGR inh	AMA1-RON2 inh
COc1cccc(-c2nc3ccc(C(=O)N4CCCC(O)C4)cc3o2)c1 (centres undefined)	60.2%[activator]	/	-3.3%	69.4	0.6%	-5.2%
Cn1c2c(c(=O)n(C)c1=O)C(CC(=O)Nc1ccccc1F)C(=O)N2 (centres undefined)	-6.5%	-2.1%	1.2%	-5.3	5.5%	9.7%
CCOc1ccc(NC(=O)N2CCC(C(=O)c3ccc(F)cc3)CC2)cc1	-17.9%	-9.9%	-7.6%	18.3	12.1%	-9.5%
Cc1ccccc1CNC(=O)CSc1nnc(C)c2c(C)n(-c3ccccc3)nc12	/	/	-6.7%	-3.0	-9.0%	/

(cont.)
SMILES	AmpC inh no detg	Giardia FBPA inh	AmpC inh detg	HCMV antiviral	Sm TGR inh	AMA1-RON2 inh
CCc1ccc(-n2nc(CO)c(C(=O)NCc3ccccn3)n2)cc1	/	/	15.8%	-6.4	3.5%	/
O=Cc1cc2cc3c(cc2nc1Cl)OCCO3	-7.8%	-4.4%	-4.2%	/	?	-1.9%
Cc1ccc2nc(SC(C)C(=O)NCc3ccc4c(c3)OCO4)[nH]c2c1 (centres undefined)	-27.9%	-7.3%	-9.7%	?	-6.5%	-8.0%
O=C(c1ccc(N2CCCCC2)c([N+](=O)[O-])c1)N1CCN(c2ccccn2)CC1	78.1%[activator]	-4.4%	3.6%	-3.2	20.9%	-19.7%
CCN(C(=O)/C=C/c1ccc(OC)cc1)C1CCS(=O)(=O)C1 (centres undefined)	-11.8%	/	?	-12.4	0.8%	7.8%
O=C(COC(=O)c1ccc(F)cc1)NCC1CCCCC1	-10.6%	/	/	-13.6	/	4.4%
CCCN(CCC)C(=O)c1nn(C)c2c1CSc1ccc(C)cc1-2	/	/	22.5%	-8.3	6.3%	/
CCSc1nsc(NC(=O)Nc2ccc(F)cc2F)n1	-41.2%	-18.0%	-5.1%	/	0.5%	10.1%
O=C(c1ccc2[nH]c(=O)c(=O)[nH]c2c1)N1CCc2ccccc21	-22.7%	/	0.6%	34.4	-3.9%	-7.9%
NC(=O)c1ccccc1NC(=O)CSc1nc2ccccc2c(=O)[nH]1	-34.5%	/	-2.6%	63.0	4.6%	4.5%
Nc1nnnn1/N=C/c1cc(Cl)ccc1O	-24.3%	0.7%	2.6%	-36.9	-8.3%	22.0%
CC(C)c1ccc(C(C)NCCS(=O)(=O)c2ccc(Cl)cc2)cc1 (centres undefined)	131.6%[activator]	/	4.5%	?	5.7%	-11.7%
CC(C)Cn1c(CCNC(=O)c2ccco2)nc2ccccc21	18.2%	/	-9.5%	26.5	2.9%	26.4%
C/C=C/c1ccc(OCCOc2ccc(C=O)cc2)c(OC)c1	-40.9%	-0.9%	-17.5%	-36.7	-20.4%	-8.4%
O=C(NCc1ccc(N2CCCC2=O)cc1)c1ccc(F)cc1	-15.2%	-3.3%	0.6%	19.1	-6.9%	6.3%
O=C(Nc1cc(F)ccc1F)C1COc2ccccc2C1 (centres undefined)	/	/	12.6%	11.9	3.3%	/
